From PubChem BioAssay
mcGAS lum – mouse cGAS inhibition by luminescence | recombinant cGAS, Kinase-Glo ATP depletion luminescence | inhibition, % at 12.5 µM | hit rate 0.15% among 160,000;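 further: 0% = negative control wells and 100% = reference inhibitor with no enzyme activity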
NPYLR7 ag – activates Aedes aegypti NPYLR7 receptor; hit rate 0.15% among 270,000; AID 1259423; activation, % at 10 µM; HEK293T NPYLR7/Galpha15, GCaMP6s calcium fluorescence; in the data active means activation above about 40%;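 further: 0% = vehicle and 100% = reference agonist at the receptor; some compounds past the cut are filed as inactive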
hcGAS lum – human cGAS inhibition; recombinant h-cGAS, ATP depletion, Kinase-Glo luminescence; inhibition, % at 12.5 µM; AID 1259398; Q8N884; hit rate 0.081% among 290,000;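 further: 0% = vehicle reaction and 100% = reaction without DNA for no activity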
Target sequence (Q8N884 whole entry, looked up): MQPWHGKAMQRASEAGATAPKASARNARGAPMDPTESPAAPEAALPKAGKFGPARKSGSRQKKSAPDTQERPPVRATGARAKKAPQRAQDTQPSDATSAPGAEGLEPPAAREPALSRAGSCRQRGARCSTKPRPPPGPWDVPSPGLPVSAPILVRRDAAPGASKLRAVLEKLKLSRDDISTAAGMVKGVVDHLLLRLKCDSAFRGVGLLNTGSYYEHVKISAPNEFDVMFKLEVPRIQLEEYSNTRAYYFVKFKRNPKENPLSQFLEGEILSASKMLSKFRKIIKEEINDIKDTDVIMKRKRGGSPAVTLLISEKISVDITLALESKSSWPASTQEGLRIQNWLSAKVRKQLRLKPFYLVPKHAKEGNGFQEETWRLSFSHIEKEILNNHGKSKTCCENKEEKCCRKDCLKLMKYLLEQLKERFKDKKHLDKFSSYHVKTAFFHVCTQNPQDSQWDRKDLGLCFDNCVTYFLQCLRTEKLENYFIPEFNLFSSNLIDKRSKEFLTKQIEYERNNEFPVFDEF
Numbers without * were called inactive; / = no result given. Unless noted, no stated cut-off is given here; in the data, active means inhibition above about 40%; inactive means the rest.

molecule	mcGAS lum	NPYLR7 ag	hcGAS lum
COc1cccc(OCc2nc(C(=O)N[C@@H]3C[C@H]3c3ccccc3)co2)c1	/	2	-4
Cc1cccc(C(=O)NCC2COc3ccccc3O2)c1 (stereo not given)	/	-16	-2
CCn1c(C)cc(O)c(C(c2ccccn2)N2CCC(C)CC2)c1=O (stereo not given)	/	9	-9
COc1cc(NC(=O)c2sc3ccc4ccccc4c3c2Cl)cc(OC)c1	-5	11	-2
COc1cc(CC(=O)NCc2ccc(N3CCOC(C)C3)nc2)cc(OC)c1OC (stereo not given)	/	4	-5
Cn1cnc2c1c(=O)n(CC(=O)N1CCCC1C(=O)Nc1ccccc1)c(=O)n2C (stereo not given)	/	9	-7
c1ccc(C2c3[nH]c4ccccc4c3CCN2Cc2ccc3c(c2)OCCO3)nc1 (stereo not given)	-16	8	-5
COc1ccc(-c2cc(NC(=O)CCC3CCCC3)n(-c3ccc(C)cc3)n2)cc1	-6	21	-2
N#Cc1ccccc1NC(=O)OCC(F)(F)F	0	-4	0
COc1cc(OC)c(OC)cc1/C=C1/SC(=Nc2ccccc2)NC1=O	/	-1	-4
O=C1NC(=NC2CCCCC2)S/C1=C/c1ccc(Cl)s1	-5	6	-4
CS(=O)(=O)N(c1ccc(N)cc1Br)S(C)(=O)=O	/	15	-2
CC(C)c1ccccc1NC(=O)COC(=O)CSc1ccc(C(F)(F)F)cc1[N+](=O)[O-]	-4	-2	-9
Cc1ccc(-n2ncc3c(=O)n(NC(=O)c4ccc(C(F)(F)F)cc4)cnc32)cc1C	/	2	-9
NCCSc1c(-c2ccc(Br)cc2)[nH]c2ccccc12	-7	-7	-6

Remaining list, next part.
molecule	mcGAS lum	NPYLR7 ag	hcGAS lum
COCCn1c(=O)c2c(nc3n(-c4ccc(OC)cc4)c(C)cn23)n(C)c1=O	/	15	-11
CCOc1ccc(C(O)=C2C(=O)C(=O)N(CCN(C)C)C2c2ccc(F)cc2)cc1C (stereo not given)	/	-1	-6
N#Cc1ccc(CSc2nnc(-c3cc(-c4ccccc4)nc4ccccc34)n2CC2CCCO2)cc1 (stereo not given)	-4	-4	-5
COc1cc(C)ccc1Oc1cc(N2CCN(C(=O)CCc3ccccc3)C(C)C2)ncn1 (stereo not given)	-5	8	-8
Cc1cc(N2CC[C@@H](c3ccc4c(c3)OCO4)[C@H](O)C2)nc2cc(F)ccc12	-11	10	-5
CC(C)(C)c1nc2ccc([N+](=O)[O-])cc2[nH]1	/	1	4
N#Cc1ccc(C2N=C(c3ccccc3)NO2)cc1 (stereo not given)	/	0	-1
O=C(Cc1ccsc1)Nc1cc(S(=O)(=O)N2CCCCC2)ccc1N1CCOCC1	/	2	-6
C/C(=C\c1ccco1)CN1CCCN(C(=O)C2CCC2)CC1	-19	12	-5
CC1=C[C@@H](CNS(=O)(=O)Cc2ccccc2)[C@H](C(C)C)C[C@H]1CC(=O)O	-4	-7	-3
Cc1ccc2nc(NCc3ccccc3)c(C=Nc3cccc(Cl)c3)c(=O)n2c1	-4	-5	-3
CCC1(CNC(=O)C2CCCCN2Cc2cccnc2)CCC1 (stereo not given)	/	-2	-2
O=C(CCC1CCN(C(=O)c2ccc3ccccc3c2)CC1)NCc1cccnc1	-3	0	-1
Cc1ccc(CN2CCC(OCc3cccnc3)CC2)o1	/	14	-3
CC1CCN(C(=O)CCNC(=O)c2cn(CC3CCCNC3)nn2)CC1 (stereo not given)	/	7	2

(list continues)
molecule	mcGAS lum	NPYLR7 ag	hcGAS lum
N#CC(c1ccc(Cl)cc1Cl)c1cnnc2ccccc12 (stereo not given)	/	-8	3
CCCc1nnc(NC(=O)C2CCN(S(=O)(=O)c3c(Cl)cccc3Cl)CC2)s1	/	5	-6
CCC1c2ccsc2CCN1C(=O)c1nn(-c2ccccc2F)c(C)cc1=O (stereo not given)	/	8	-1
CN(C)c1ccc(NC(=O)c2ccco2)cc1CN(Cc1ccc(F)cc1)S(=O)(=O)c1ccc(F)cc1	-5	24	-4
O=C(Nc1ccnn1C1CCN(C(=O)Cc2cccnc2)CC1)C1CCCC1	-5	-1	-2
COc1cccc(C(=O)Oc2coc(CSc3nc(C)cs3)cc2=O)c1OC	11	-10	0
COC(=O)NC(CC(C)C)C(=O)Nc1ccc(SC)c(F)c1 (stereo not given)	/	1	-7
O=C(N1CCOCC1)N1CCN(Cc2ccc(-n3cccn3)cc2)CC1	/	3	-4
CN1CCCC1CCNC(=O)c1ccc(-c2cc(-c3cccc(C(F)(F)F)c3)n[nH]2)cc1 (stereo not given)	-5	15	-4
CCOc1c(Cl)cc(/C=C/C(=O)NCc2cccc(OC)c2)cc1OC	/	3	-7
O=C(CCC1CCN(Cc2ccc3nonc3c2)CC1)N1CCC(Cc2ccccc2)CC1	/	3	-4
CC1CCC(N(C)C(=O)Cn2cnc(C#N)n2)CC1 (stereo not given)	/	2	-13
Cc1ccccc1-n1ncc2c(C(C)C)nn(CC(=O)N(C)c3ccccc3)c(=O)c21	/	9	-4
O=C(CSc1nc2c(c(=O)n1Cc1ccccc1)SCC2)N1CCN(c2ccccc2)CC1	-9	1	-4
COc1ccccc1S(=O)(=O)N1CCSc2ccncc21	/	6	-7

Remaining list, next part:
molecule	mcGAS lum	NPYLR7 ag	hcGAS lum
CCN(Cc1noc(CC(C)C)n1)C(=O)c1cccc(-n2cccn2)c1	-12	17	-6
O=C(c1ccc2c(c1)OCCO2)N(Cc1cccnc1)c1nc2ccc(F)cc2s1	-4	-14	0
CC(C)Cc1csc2nc(CC#N)[nH]c(=O)c12	/	-3	0
COc1ccc(CNC(=O)c2sc(=O)n(Cc3ccccc3OC)c2C)cc1	/	12	-8
CC(C)N1CCCC(C)(C(=O)Nc2ccc(Cl)c(Cl)c2)C1 (stereo not given)	/	0	-17
CCc1nnc(NC(=O)CN2C(=O)NC3(CCCC3)C2=O)s1	-5	10	-4
CN(C)CCCN(C(=O)C1COc2ccccc2O1)c1nc2cc3c(cc2s1)OCO3 (stereo not given)	-7	0	-3
CCN(CC)CCNc1nc2c(c(=O)n(C)c(=O)n2C)n1Cc1cccc(C)c1	/	14	-9
CC(C)(C)c1ccc(CC(=O)N2CCC2(C)C(=O)NC2CCCC2)cc1 (stereo not given)	/	8	-4
CCc1cc2c(SCc3nc(-c4cccs4)no3)ncnc2s1	/	-4	2
Cc1ccccc1CCC1CCCN(Cc2nnc(-c3ccco3)o2)C1 (stereo not given)	/	-4	-8
CC(Nc1ncccn1)c1cc2ccccc2o1 (stereo not given)	/	5	-8
Cc1ccc(NC(=O)N2CCC3CCCCC3C2)c(Cl)c1 (stereo not given)	/	9	-4
Cc1ccnc(NCCNc2nc(C(C)(C)C)nc3c2cnn3C)c1	/	-6	-5
COC(=O)NC1CCN(c2ccccc2C(=O)NCc2ccccc2F)CC1	-7	15	-8

Further records:
molecule	mcGAS lum	NPYLR7 ag	hcGAS lum
CCN(CC1CCCN(CCc2cccc(F)c2)C1)C(=O)c1cnccn1 (stereo not given)	/	5	-4
Cc1occc1C(=O)NNC(=O)N(C)C(C1CC1)C1CC1	/	4	-9
COc1cccc(CSC(C)C(C)O)c1 (stereo not given)	/	19	-8
Cc1ccn(-c2ccc(N3CCN(S(=O)(=O)c4ccc(C(C)(C)C)cc4)CC3)nn2)n1	-8	-6	-8
Cc1cccc(C(=O)Nc2ccc(NC(=O)c3ccco3)cc2C(F)(F)F)n1	/	-1	-6
Cn1c(=O)c2c(ncn2CCCC#N)n(C)c1=O	/	2	-11
CSc1nc2c(sc(=S)n2-c2ccccc2)c(=O)[nH]1	/	5	-8
O=C(Nc1cccc(-c2ccc3nnc(-c4ccncc4)n3n2)c1)c1ccccc1	-8	-12	-6
CCCn1cnc(NC(=O)c2cccc(CN3CCCC(O)C3)c2)n1 (stereo not given)	/	-9	-1
CN(CC1COc2ccccc2O1)c1ccc(-c2nc(C3CC3)no2)cn1 (stereo not given)	/	8	2
Cc1ccc(N2C(=O)/C(=C/c3ccc([N+](=O)[O-])cc3)C=C2c2ccccc2)c(Br)c1	-6	-1	-4
Cc1cccc2cc(/C=N\NC(=O)CN3CCCCC3)c(Cl)nc12	/	-2	-6
CCOC(=O)CCC(=O)N1CCN(c2cc(Oc3ccc(F)cc3C)ncn2)CC1C (stereo not given)	-4	7	-11
COc1ccc(-c2[nH]ncc2-c2nc3c([nH]2)c(C)nn3C(C)C2CC2)cc1 (stereo not given)	/	-6	-4
O=C(NCC1CCCO1)[C@@]1(OCc2cccc(C(F)(F)F)c2)CC(OCc2cccc(Cl)c2)[C@H](O)[C@H](O)C1 (stereo not given in full)	-3	2	1

Profiles as entered above. Order of screens: mcGAS lum, NPYLR7 ag, hcGAS lum
Results for COc1ccc(-c2[nH]ncc2-c2nc3c([nH]2)c(C)nn3C(C)C2CC2)cc1 (stereo not given) = /, -6, -4
Results for Cc1cccc2cc(/C=N\NC(=O)CN3CCCCC3)c(Cl)nc12 = /, -2, -6
Results for CCCn1cnc(NC(=O)c2cccc(CN3CCCC(O)C3)c2)n1 (stereo not given) = /, -9, -1
Results for CN(CC1COc2ccccc2O1)c1ccc(-c2nc(C3CC3)no2)cn1 (stereo not given) = /, 8, 2

(list continues)
molecule	mcGAS lum	NPYLR7 ag	hcGAS lum
CCCCN1C(=O)C(=Cc2cccnc2)SC1=Nc1ccc(OC)cc1	-6	-2	-4
CCN(C(=O)Cc1c(C)nn(C(F)F)c1C)C1CCCCC1C (stereo not given)	-18	-3	-11
Cc1ccc(C(=O)C(C#N)=Cc2ccc3c(c2)OCO3)cc1	17	1	-4
COC(=O)c1ccc(CSc2nnc(-c3cc(-c4ccccc4)nc4ccccc34)n2CC2CCCO2)cc1 (stereo not given)	-5	0	-4
CCOC(=O)C1(CCCc2ccccc2)CCN(C(=O)C[C@@H]2C[C@@H](C)NC(=S)N2)CC1	-2	-11	3
CCCC(=O)OCC(O)CN(CCc1nc(-c2ccc(C)c(Cl)c2)no1)Cc1ccccc1 (stereo not given)	3	-8	2
CSc1nccc(N2CCC3(CCCN(Cc4ccc(F)cc4)C3)C2)n1 (stereo not given)	/	21	0
CC1(C(=O)Nc2cccc3c2CCCC3)CCN1C(=O)Cc1ccc(Cl)cc1Cl (stereo not given)	-4	9	-10
Cc1nc(C(=O)NCCN2CCOCC2)c(C)n1C1CCN(C)CC1	-6	/	-7
CN(C)CCn1c(-c2ccccc2)cc(=S)c2c1CCCC2	-2	-2	-2
Clc1cc(Cl)c(N=Cc2ccncc2)cc1Cl	/	-7	-11
Cc1ccc2nc(SC(C)C(=O)NC3CC3)[nH]c2c1 (stereo not given)	-3	10	-17
CNc1nc(OCC(F)(F)F)nc(N2CCN(C34CC5CC(CC(C5)C3)C4)CC2)n1	-4	/	-1
C[C@@H]1CN(CC(=O)N2CCC3(CCC(=O)N(C)CC3)CC2)C[C@H](C)O1	/	2	-1
CC1C(NC(=O)C(=NOC(C)(C)C(=O)O)c2csc(N)n2)C(=O)N1S(=O)(=O)O (stereo not given)	/	-15	-2

Five successive records from above:
molecule	mcGAS lum	NPYLR7 ag	hcGAS lum
CCCCN1C(=O)C(=Cc2cccnc2)SC1=Nc1ccc(OC)cc1	-6	-2	-4
CCN(C(=O)Cc1c(C)nn(C(F)F)c1C)C1CCCCC1C (stereo not given)	-18	-3	-11
Cc1ccc(C(=O)C(C#N)=Cc2ccc3c(c2)OCO3)cc1	17	1	-4
COC(=O)c1ccc(CSc2nnc(-c3cc(-c4ccccc4)nc4ccccc34)n2CC2CCCO2)cc1 (stereo not given)	-5	0	-4
CCOC(=O)C1(CCCc2ccccc2)CCN(C(=O)C[C@@H]2C[C@@H](C)NC(=S)N2)CC1	-2	-11	3

Following part:
molecule	mcGAS lum	NPYLR7 ag	hcGAS lum
CCOC(=O)C1CCN(C(=O)C(C)Nc2ccc3c4c(cccc24)CC3)CC1 (stereo not given)	-10	1	1
COc1ccc(/C=C2\C=C(c3ccccc3)N(c3ccc(Cl)c(C(=O)O)c3)C2=O)cc1	-3	8	6
Cc1nc2c(s1)CN(C(=O)CN)CC2	/	-6	-3
COc1cc(OC)cc(C(=O)Nc2ccc(N3CCc4ccccc4C3)c(C(=O)NC3CCCCC3)c2)c1	-7	/	-11
Cc1nn(-c2ccc(C(F)(F)F)cc2)c(C)c1CCC(=O)NCc1ccccn1	-5	15	-2
CN1Cc2ccccc2CC1C(=O)NCc1ccc2c(c1)n(C)c(=O)n2C (stereo not given)	-7	21	-8
O=C(CCn1cnnn1)NCc1cnn2ccccc12	-10	-4	1
Cc1ccccc1-n1c(Cc2ccccc2)nnc1SCCCCC(=O)N1CCN(C/C=C/c2ccccc2)CC1	-6	16	-7
CC1COCCN1C(=O)NCC1CCCN(C)C1c1cccs1 (stereo not given)	/	12	-8
CCOc1ccccc1N1CCN(C(=O)c2csc(CSc3nnc(-c4cccnc4)n3-c3cccc(C(F)(F)F)c3)n2)CC1	-5	14	-3
COc1cccc(N(C)C(=S)Oc2ccc3c(c2)CCCC3)n1	-7	-13	-6
CCc1nc(C)sc1CNc1nc(-c2cccnc2)nc2c1cnn2C	/	-4	1
O=c1c[n+]([O-])c2ccccc2n1OCc1ccccc1	/	-5	-2
COc1ccc2cc(C(=O)N3CCN(Cc4ccc5c(c4)CCO5)CC3)ccc2c1	/	0	0
O=c1[nH]c(COCC(F)(F)F)nc2ccc(-c3cccc(C(F)(F)F)c3)cc12	-17	4	-11
CC(=O)Nc1cc(C(=O)N(C)Cc2nc3c(s2)CCCC3)c2c(c1)nc(C)n2Cc1ccccc1	-13	19	-9
COc1ccccc1/C=C/C=N\NC(=O)CSc1nnc(-c2ccccc2)n1-c1ccccc1	/	-5	-4
